mIAP inh – blocks mouse intestinal alkaline phosphatase; inhibition, % at 10 µM; 330,000 compounds, 0.2% hits; AID 2806; purified mouse IAP, CDP-Star luminescence, 30 min;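 active means inhibition of at least 40% at 10 µM in the primary screen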;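 further: plate controls were DMSO with enzyme for no effect and no enzyme wells for full effect; values of inactives mirror those of a sister screen read the other way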
APOBEC3G inh – blocks human APOBEC3G single-stranded DNA deamination; Q9HC16; recombinant A3G, ssDNA deamination FAM/TAMRA fluorescence; inhibition, % at 20 µM; 330,000 compounds, 0.28% hits;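 active means inhibition of at least 40% at 20 µM, with no more than 30% in the related APOBEC3A deaminase screen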;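 further: plate controls were DMSO wells with A3G for no effect and wells lacking A3G enzyme for full effect; some compounds called inactive have numbers as strong as hits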
Target sequence (Q9HC16 whole entry, looked up): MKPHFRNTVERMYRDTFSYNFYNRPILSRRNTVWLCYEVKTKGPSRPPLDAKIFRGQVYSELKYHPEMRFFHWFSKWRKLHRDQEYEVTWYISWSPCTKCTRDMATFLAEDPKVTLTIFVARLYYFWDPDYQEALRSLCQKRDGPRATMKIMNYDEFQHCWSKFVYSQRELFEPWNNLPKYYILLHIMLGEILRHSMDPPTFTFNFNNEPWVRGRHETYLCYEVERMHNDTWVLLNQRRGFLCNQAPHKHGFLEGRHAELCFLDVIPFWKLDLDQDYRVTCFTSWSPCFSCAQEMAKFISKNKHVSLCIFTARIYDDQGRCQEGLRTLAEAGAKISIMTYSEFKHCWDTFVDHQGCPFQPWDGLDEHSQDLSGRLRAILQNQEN
hIAP block – human IAP inhibition; P09923; purified IAP, CDP-Star luminescence, 30 min; inhibition, % at 10 µM; 330,000 compounds, 0.12% hits; AID 2544;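 active means inhibition reaching a set limit with compound at 10 µM in the primary screen, cut at about 35% in these data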;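 further: plate controls were DMSO wells with enzyme for no effect and no-enzyme buffer wells for full effect; values of inactives mirror those of a sister screen read the other way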
ATG4B inh – blocks human ATG4B protease cleavage of LC3 substrate | Q9Y4P1 | ATG4B cleavage of LC3-PLA2, NBD-HPC fluorescence, 1 h | inhibition, % at 8.33 µM | 340,000 compounds, 0.51% hits; in the data active means inhibition above about 40%
Target sequence (Q9Y4P1 whole entry, looked up): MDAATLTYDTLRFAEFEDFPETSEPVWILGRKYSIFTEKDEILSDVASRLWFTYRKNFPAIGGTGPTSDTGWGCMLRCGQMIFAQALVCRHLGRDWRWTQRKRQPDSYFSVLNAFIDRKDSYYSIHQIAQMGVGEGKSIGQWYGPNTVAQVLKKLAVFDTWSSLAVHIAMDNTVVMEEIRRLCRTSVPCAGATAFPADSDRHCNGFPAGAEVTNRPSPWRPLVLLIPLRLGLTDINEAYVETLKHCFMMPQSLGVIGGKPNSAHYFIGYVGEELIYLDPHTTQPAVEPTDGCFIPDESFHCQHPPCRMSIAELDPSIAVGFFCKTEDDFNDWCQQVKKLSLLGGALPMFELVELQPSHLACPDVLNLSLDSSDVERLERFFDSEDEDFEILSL
MPTP block – blocks calcium-induced mitochondrial swelling; isolated mouse mitochondria, Ca2+ swelling absorbance, 30 min; inhibition, % at 10 µM; 360,000 compounds, 1.4% hits; AID 602449;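 active means inhibition of 50% or more, scaled per plate between neutral and stimulator controls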;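 further: 0% = DMSO wells given calcium and 100% = 1 mM EGTA wells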
hIAP activ – increases human intestinal alkaline phosphatase activity. purified human IAP, CDP-Star luminescence, 30 min; active compounds read high; 1 = vehicle-only enzyme, 0 = enzyme-free background. P09923. activation factor at 10 µM. 330,000 compounds, 0.16% hits;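 active means activation factor of the enzyme at least 2-fold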; further: the source names both 10 and 20 µM as test concentration; values of inactives mirror those of a sister screen read the other way
mIAP activ – increases mouse intestinal alkaline phosphatase activity; muIAP, CDP-Star luminescence, 30 min; active compounds read high; 1 = vehicle-only enzyme signal, 0 = enzyme-free wells; activation factor at 10 µM; 330,000 compounds, 0.24% hits;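 active means activation factor of at least 2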; further: the source names both 10 and 20 µM as test concentration; values of inactives mirror those of a sister screen read the other way
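Assay system: mouse IAP enzyme; reagent: chemiluminescent substrate CDP-Star; dosing: test compounds delivered from DMSO solution; schedule: 30 min at room temperature; measured by: luminescence from enzymatic CDP-Star hydrolysis; controls: DMSO-only wells and no-enzyme negative control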
MIN6 prolif – inducers of beta-cell replication in MIN6 cells; MIN6 cells proliferation, ATPlite luminescence, 48 h; cells starved in 0.2% serum; 100% = growth in 10% serum; proliferation, % at 10 µM; 330,000 compounds, 0.29% hits;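 active means compounds whose signal lies at least 3.5 SD above the mean of all wells on their plate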;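 further: 0% = DMSO-treated cells in low-serum medium and 100% = 10% serum control; some compounds called inactive have numbers as strong as hits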
APOBEC3A inh – inhibitors of human APOBEC3A DNA deaminase. P31941. recombinant A3A, FAM/TAMRA ssDNA deamination fluorescence. inhibition, % at 20 µM. 330,000 compounds, 0.41% hits;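 active means at least 40% inhibition at 20 µM here, with at most 30% in a related deaminase screen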;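 further: plate controls were A3A with DMSO for no effect and wells lacking A3A enzyme for full effect; some results filed as inactive read as strong as hits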
Target sequence (P31941 whole entry, looked up): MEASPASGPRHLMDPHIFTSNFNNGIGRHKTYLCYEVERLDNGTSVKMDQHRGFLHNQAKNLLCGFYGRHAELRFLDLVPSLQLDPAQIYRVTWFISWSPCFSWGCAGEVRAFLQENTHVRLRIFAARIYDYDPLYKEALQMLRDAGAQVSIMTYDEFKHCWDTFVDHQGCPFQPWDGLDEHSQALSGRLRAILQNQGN
* = called active by the depositor; / = no result given.

No. | molecule | hIAP block | MPTP block | hIAP activ | ATG4B inh | mIAP inh
1 | NC(=O)Cc1cn(-c2ncc(C(F)(F)F)cc2Cl)c2ccccc12 | -2 | -1.9 | 1 | 20 | 2
2 | Cc1ccc(NC(=O)Nc2cccs2)nc1 | -21 | 1.1 | 1.2 | -12 | 1
3 | CCN(CC)CC#CCC(O)(c1ccccc1)c1ccccc1 | -2 | 0.9 | 1 | 5 | 3
4 | CNC(=O)CSc1nnc(NC(=O)C2CC(=O)N(c3ccccc3OC)C2)s1 (stereo not given) | 4 | -1.2 | 0.96 | -3 | -1
5 | COc1ccc(/C=N/Nc2nnc(Cc3ccc(OC)c(OC)c3)c(=O)[nH]2)cc1OC | 15 | -2.1 | 0.85 | -1 | 2
6 | CCCCOC(=O)Oc1ccc2c(=O)c(Oc3cc(C)cc(C)c3)coc2c1 | 3 | 3.3 | 0.97 | 8 | 12
7 | COc1cc(C2NC(=O)C(C#N)=C(S)N2c2ccc(C)cc2)ccc1OC(C)C (stereo not given) | 2 | 0.8 | 0.98 | 5 | 19
8 | Cc1ccc(CSCC(=O)NCc2ccc(F)cc2)cc1 | 10 | -1.4 | 0.9 | 5 | -4
9 | Nc1nc(SCC(=O)Nc2c(Br)cc([N+](=O)[O-])cc2Br)n[nH]1 | -3 | 1.8 | 1 | -1 | 10
10 | O=C(CCN1C(=O)/C(=C/c2ccc(F)cc2)SC1=S)NC1C=CS(=O)(=O)C1 (stereo not given) | -5 | 0.7 | 1.1 | 8 | 11
11 | CC(C)CN(CCOc1cccc(N2C(=O)C3=C(CCCC3)C2=O)c1)CC(C)C | 4 | 3.4 | 0.96 | 1 | -1
12 | CCCCC(=O)NC(=S)NNS(=O)(=O)c1ccccc1 | -33 | -0.1 | 1.3 | 3 | 4
13 | CCOC(=O)c1ccc(Nc2cc(C)nc(N3CCOCC3)n2)cc1 | -1 | -0.7 | 1 | -4 | -14
14 | COc1ccc(/C=N/Nc2nc(C)cc(-c3ccccc3)n2)cc1OC | -16 | -0.3 | 1.2 | -6 | 1
15 | O=C(COC(=O)CCNS(=O)(=O)c1ccc2c(c1)OCCO2)NC1CCCc2ccccc21 (stereo not given) | 15 | 0.4 | 0.85 | -10 | 7

No. | mIAP activ | APOBEC3A inh | APOBEC3G inh | MIN6 prolif
1 | 0.98 | 2 | -3 | 0
2 | 0.99 | -3 | -9 | -4
3 | 0.97 | 4 | -8 | -3
4 | 1 | -1 | -10 | -4
5 | 0.98 | 0 | -5 | 0
6 | 0.88 | 0 | -3 | 0
7 | 0.81 | -1 | -1 | 0
8 | 1 | -5 | -8 | -2
9 | 0.9 | 0 | -6 | -1
10 | 0.89 | -4 | -4 | -4
11 | 1 | -6 | -9 | 0
12 | 0.96 | -9 | 12 | -3
13 | 1.1 | -1 | -5 | 0
14 | 0.99 | -1 | -4 | 4
15 | 0.93 | -1 | -2 | -2

Additional compounds follow.
No. | molecule | hIAP block | MPTP block | hIAP activ | ATG4B inh | mIAP inh
16 | CC(=O)N1CCSc2ccc(S(=O)(=O)NCCc3cccc(C)c3)cc21 | -32 | 2.6 | 1.3 | -8 | 5
17 | O=S(=O)(Cc1cc(Cl)nc(-c2cccnc2)n1)c1ccccc1 | 14 | 0.8 | 0.86 | 7 | -1
18 | COc1ccc(-c2nn(C)c(=O)c3ccccc23)cc1NC(=O)Cn1nc(C)c2ccccc2c1=O | 0 | -0.2 | 1 | -2 | 2
19 | O=C1CCc2cc(S(=O)(=O)Nc3cccc(F)c3)cc3c2N1CC3 | 14 | -1.3 | 0.86 | -2 | 3
20 | CC(=O)c1cccc(NC(=O)c2ccc(C)c(S(=O)(=O)N3CCOCC3)c2)c1 | -4 | -0.2 | 1 | 1 | 0
21 | O=[N+]([O-])c1cccc(-c2ccc(/C=N/NC(=S)Nc3ccccc3)o2)c1 | -13 | 0.9 | 1.1 | -5 | 9
22 | COc1cc(C(=O)OCC(=O)NCC2CCCCC2)ccc1OCC(C)C | -2 | 0.5 | 1 | -2 | -4
23 | O=C(COC(=O)c1ccccn1)Nc1cccc(Cl)c1Cl | -13 | 0.4 | 1.1 | -10 | -16
24 | Cc1ccc(S(=O)(=O)N2CCN(CC(=O)N/N=C\c3ccc(O)c(O)c3)CC2)cc1 | -19 | 10 | 1.2 | -3 | 13
25 | O=[N+]([O-])c1cccc(-c2nnc(-c3ccccc3F)o2)c1 | -13 | 1.0 | 1.1 | 0 | 0
26 | CCOc1cc(S(=O)(=O)NCc2cccs2)ccc1Cl | 6 | -4.7 | 0.94 | 2 | -4
27 | CC(C)c1cc(C(=O)N/N=C/c2ccoc2)cs1 | -18 | -1.9 | 1.2 | 8 | 6
28 | CCOc1ccc2[nH]c(=O)c(CN(Cc3nnnn3Cc3ccco3)C3CCCCC3)cc2c1 | 2 | -2.4 | 0.98 | 32 | 35
29 | CCOC(=O)COc1ccc(S(=O)(=O)N2CCN(C(=O)OCC)CC2)cc1 | -7 | 0.3 | 1.1 | 2 | 4
30 | Cc1ccc2c(c1)N(CC(=O)N1CCN(c3ccccc3)CC1)C(=O)C(C)O2 (stereo not given) | 13 | 0.2 | 0.87 | -1 | 8

No. | mIAP activ | APOBEC3A inh | APOBEC3G inh | MIN6 prolif
16 | 0.95 | 0 | -3 | -2
17 | 1 | -3 | 21 | -6
18 | 0.98 | 3 | -1 | -4
19 | 0.97 | -2 | -2 | -4
20 | 1 | 2 | -2 | 0
21 | 0.91 | -8 | -2 | -6
22 | 1 | -3 | -7 | -1
23 | 1.2 | -5 | -9 | -3
24 | 0.87 | 4 | -2 | -3
25 | 1 | -2 | -7 | -2
26 | 1 | -2 | -7 | -2
27 | 0.94 | 1 | -5 | -2
28 | 0.65 | 39 | 17 | -2
29 | 0.96 | 0 | -3 | -2
30 | 0.92 | -3 | -6 | -2

(listing goes on)
No. | molecule | hIAP block | MPTP block | hIAP activ | ATG4B inh | mIAP inh
31 | c1ccc(CCn2nnnc2CN2CCCc3ccccc32)cc1 | -4 | -5.4 | 1 | -12 | 5
32 | COc1cccc(OC(C)c2ccnc3nc(/N=C/N(C)C)nn23)c1 (stereo not given) | -16 | 0.0 | 1.2 | -2 | 3
33 | COc1ccc(-c2c(-c3cc(OC)cc(OC)c3)n(C)c3ccc(-c4ccc5[nH]ccc5c4)cc23)cc1 | -4 | 1.1 | 1 | -7 | -16
34 | CCOC(=O)C(=CNc1ccc(S(N)(=O)=O)cc1)C(=O)OCC | 9 | 3.0 | 0.91 | 0 | -2
35 | O=C(CSc1nnc(-c2cccc(S(=O)(=O)N3CCCCC3)c2)o1)NCCC1=CCCCC1 | -5 | -0.6 | 1 | -1 | 6
36 | O=C(c1ccccc1)N1N=C(c2cccs2)CC1c1ccccc1O (stereo not given) | -11 | 1.7 | 1.1 | -6 | 3
37 | CCCCCCC(=O)Nc1ccc(Br)cn1 | -11 | 0.2 | 1.1 | -11 | 4
38 | Cc1ccc(N2CCN(/N=C/C3=C(N4CCOCC4)C(=C\c4ccccc4)/CC3)CC2)cc1 | 3 | / | 0.97 | -8 | 3
39 | CCc1ccc(NC(=S)N2CCCC2)cc1 | 19 | -1.6 | 0.81 | -5 | 4
40 | CCc1nnc(NS(=O)(=O)c2ccc(NC(=O)c3cccc4ccccc34)cc2)s1 | 3 | 4.2 | 0.97 | -2 | 2
41 | c1ccc(-c2ccccc2OCCCCN2CCCCC2)cc1 | -5 | 41 | 1 | 6 | 0
42 | C=CCn1c(SCC(=O)NCc2ccco2)nc2sc(C)c(C)c2c1=O | -13 | -0.3 | 1.1 | 2 | -12
43 | CN(CC(=O)NC1CC1)S(=O)(=O)c1cc(Cl)ccc1Cl | -11 | -0.5 | 1.1 | 2 | -2
44 | O=C1CC(c2c[nH]c3ccccc23)C(=O)N1c1ccccc1 (stereo not given) | 2 | -0.6 | 0.98 | -8 | 2
45 | Cc1cccn2c(=O)nc(SCC(=O)NC3CCCCC3)nc12 | 10 | -3.9 | 0.9 | -1 | 7

No. | mIAP activ | APOBEC3A inh | APOBEC3G inh | MIN6 prolif
31 | 0.95 | -3 | -5 | -1
32 | 0.97 | -5 | -4 | -4
33 | 1.2 | -8 | -8 | -6
34 | 1 | -2 | -8 | 2
35 | 0.94 | 3 | 1 | -2
36 | 0.97 | -6 | -10 | 1
37 | 0.96 | 3 | -3 | 0
38 | 0.97 | -2 | 0 | -4
39 | 0.96 | -2 | -3 | -4
40 | 0.98 | 2 | -6 | -2
41 | 1 | -7 | -10 | -1
42 | 1.1 | -6 | -3 | -2
43 | 1 | -5 | 1 | -6
44 | 0.98 | -1 | -3 | -2
45 | 0.93 | 0 | -1 | 6

The list goes on.
No. | molecule | hIAP block | MPTP block | hIAP activ | ATG4B inh | mIAP inh
46 | COCCCNC(=O)c1nc2ccccc2c(=O)n1NC(=O)Nc1c(Cl)cccc1Cl | -1 | -0.4 | 1 | 4 | -3
47 | O=C(Nc1cccc(S(=O)(=O)NC2=NCCC2)c1)c1cc(Cl)ccc1[N+](=O)[O-] | -14 | -1.7 | 1.1 | 5 | -4
48 | COc1ccccc1C(=O)Nn1cnc2ccccc2c1=O | 11 | -0.3 | 0.89 | -5 | -2
49 | Cc1ccc(N(CC(=O)NC2CCCCC2)C(=O)CNC(=O)c2ccco2)c(C)c1 | 7 | 0.5 | 0.93 | -1 | 5
50 | Nc1nc(SCC(=O)Nc2ncc(C(F)(F)F)cc2Cl)n[nH]1 | -2 | 0.7 | 1 | 13 | 10
51 | CN(C)CCCNC(=O)/C(=C\c1ccc(-c2cccc([N+](=O)[O-])c2)o1)NC(=O)c1ccccc1 | -22 | -1.0 | 1.2 | 1 | -2
52 | O=C(COC(=O)CCCNC(=O)c1ccc(Cl)cc1)NC1CC1 | 4 | 0.1 | 0.96 | -10 | -6
53 | Fc1ccc(NC(=S)NC2CC3CCCC(C2)N3Cc2cccs2)cc1 (stereo not given) | -8 | -0.9 | 1.1 | 6 | -181
54 | CC(C)NC(=O)COC(=O)c1cc(Br)ccc1Cl | 10 | 2.9 | 0.9 | 3 | -1

No. | mIAP activ | APOBEC3A inh | APOBEC3G inh | MIN6 prolif
46 | 1 | 3 | 5 | 0
47 | 1 | 23 | -4 | -1
48 | 1 | -2 | -6 | 1
49 | 0.95 | -4 | -11 | 0
50 | 0.9 | 5 | -10 | -1
51 | 1 | 2 | -5 | -6
52 | 1.1 | -6 | -8 | 0
53 | 2.8* | -5 | -5 | -2
54 | 1 | 3 | -3 | -1
